Source: PubChem BioAssay
Giardia FBPA inh: blocks Giardia fructose-bisphosphate aldolase activity; purified Giardia FBPA; Potency, µM (doses to about 59.6 µM), inactives show top-dose activity, negative = inhibition, actives largely listed as inhibitors; 290,000 compounds, 0.71% hits; AID 2451; A8B2U2; also: potency is read from the fitted curve at half-maximal effect; nearly all actives have a fitted effect of over 55% in size
Target sequence (A8B2U2 whole entry, looked up): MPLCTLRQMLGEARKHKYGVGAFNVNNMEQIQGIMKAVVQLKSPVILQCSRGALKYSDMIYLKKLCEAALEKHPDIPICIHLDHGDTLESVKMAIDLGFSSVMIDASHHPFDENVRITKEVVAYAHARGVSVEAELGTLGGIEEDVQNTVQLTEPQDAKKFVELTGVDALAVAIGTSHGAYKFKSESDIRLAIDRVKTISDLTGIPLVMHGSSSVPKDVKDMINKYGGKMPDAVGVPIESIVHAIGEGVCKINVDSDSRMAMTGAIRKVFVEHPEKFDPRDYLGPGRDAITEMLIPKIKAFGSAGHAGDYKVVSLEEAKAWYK
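Giardia FBPA (40 nM reagent) was preincubated 10 min at RT with compound (up to 57.5 uM final), then substrate plus GAPDH/TPI/NAD/arsenate coupling system with diaphorase/resazurin was added; resorufin fluorescence (525/598 nm) was read after 20 min.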
Sm TGR inh: S. mansoni TGR enzyme inhibition; Potency, µM (titrated, usually from 114 µM), inactives show at the highest dose activity change, negative = inhibition, hits mostly inhibitors; Q962Y6; 360,000 compounds, 3% hits; purified TGR, DTNB reduction, TNB absorbance 405 nm; AID 485364; also: potency is read from the fitted curve at half-maximal effect; nearly all actives have a fitted effect of over 60% in size
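Kinetic colorimetric format: TGR-catalysed, NADPH-driven DTNB reduction monitored via TNB absorbance. Enzyme dispensed at 20 nM; compound exposure 15 min at room temperature before reaction start.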
AmpC inh detg: inhibitors of E. coli AmpC beta-lactamase with detergent | 370,000 compounds, 0.041% hits | Potency, µM (series often up to 114 µM), without a hit: at the top dose activity change, negative = inhibition, usual class: inhibitors | P00811 | AmpC hydrolysis of nitrocefin, absorbance 480 nm, 0.01% Triton;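 also: potency is read from the fitted curve at half-maximal effect; 0% = no-compound wells and -100% = no-enzyme wells; nearly all actives have a fitted effect of over 25% in size; some results filed as inactive show a strong effect at the top dose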
Target sequence (P00811 whole entry, looked up): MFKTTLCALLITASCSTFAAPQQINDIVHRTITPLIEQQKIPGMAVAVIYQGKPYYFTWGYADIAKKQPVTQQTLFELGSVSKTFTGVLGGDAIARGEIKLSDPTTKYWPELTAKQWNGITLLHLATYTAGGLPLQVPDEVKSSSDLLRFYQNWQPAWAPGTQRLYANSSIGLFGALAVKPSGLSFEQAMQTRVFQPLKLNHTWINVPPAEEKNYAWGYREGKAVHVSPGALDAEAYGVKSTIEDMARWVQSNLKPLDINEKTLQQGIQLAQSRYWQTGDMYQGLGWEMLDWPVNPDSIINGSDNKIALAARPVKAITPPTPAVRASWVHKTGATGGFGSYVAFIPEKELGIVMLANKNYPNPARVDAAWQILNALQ
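20 mM phosphate pH 7.0 + 0.01% (detergent screen) or 0.0001% Triton X-100; 5.3 nM AmpC reagent; cpd preinc 15 min RT; nitrocefin (800 uM stock) to start; A480 q20 s × 4 min; Activity was normalised to no-enzyme and no-compound control wells.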
AmpC inh no detg: blocks E. coli AmpC beta-lactamase in detergent-free assay. P00811. AmpC nitrocefin hydrolysis, absorbance 480 nm, 0.0001% Triton. Potency, µM (titrated, usually from 57.1 µM), inactives show at the highest dose activity change, negative = inhibition, usual class: inhibitors. 330,000 compounds, 0.52% hits. AID 485341;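 also: potency is read from the fitted curve at half-maximal effect; plate controls were no compound for no effect and no enzyme for full effect; nearly all actives have a fitted effect of over 20% in size; some results filed as inactive show a strong effect at the top dose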
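AmpC (5.3 nM in the dispensed reagent) in 20 mM phosphate pH 7.0 with 0.01% (detergent screen) or 0.0001% Triton X-100 was preincubated with compounds for 15 min at room temperature. Nitrocefin was then added from an 800 uM solution, and hydrolysis was followed at 480 nm.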
HCMV antiviral: human cytomegalovirus inhibition. HFF cells, HCMV-luciferase reporter, 72 h; hits give low values. activity change, negative = inhibition, % at 57.5 µM. 410,000 compounds, 4.5% hits. AID 1259415; in the data active = activity change below about -60%; inconclusive = no clear call, values can overlap the other calls; inactive = above about -39%
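Luciferase read-out from HCMV-luciferase-infected HFFs (MOI 1 PFU/cell) 72 h post infection at 37C; compounds added after 16 h cell attachment; activity normalized between buffer-only basal and Salinomycin (10uM) inhibitor controls.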
HCV inh: blocks hepatitis C virus. 340,000 compounds, 3.4% hits. Huh7.5.1 HCVcc-Cre infection, luciferase reporter, 44 h. AID 651820. Potency, µM (titrated, usually from 41.8 µM), inactives show at the highest dose activity change, negative = inhibition, usual class: inhibitors; also: potency is read from the fitted curve at half-maximal effect
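HCVcc-Cre virus at an moi near 0.5 was added right after compound to cells cultured 4 h from seeding (1,000 cells/well). Luciferase activity was determined 44 h later, 15 min after substrate addition at RT.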
* marks the source's active call; other numbers are inactive results; u = inconclusive; x = not tested or not shown; & = joins results of further samples; [ ] = dose if it differs, or a comment. Unless noted, calls follow the shape of the dose curve; as a rule, active = well fitted curve in the direction sought with a large enough effect; inconclusive = small, poorly fitted or top-dose-only effect, or another doubt; inactive = no such curve, though single readings can be large; an effect the other way counts as inactive or inconclusive. Unless noted, % is scaled to controls: 0 for no effect and ±100 for the full control effect.

Sample of the layout (two entries):
SMILES | Giardia FBPA inh | Sm TGR inh | AmpC inh detg | AmpC inh no detg | HCMV antiviral | HCV inh
Clc1ccc(-c2cnc3n2CCCCC3)cc1 | 1% | 0% | 5% | -14% | u | -17%
NNC(=O)c1csc(-c2ccc(C(F)(F)F)cc2Cl)n1 | 8% | -13% | -5% | -4% | -9 | -18%

The whole of this part, from the start:
SMILES | Giardia FBPA inh | Sm TGR inh | AmpC inh detg | AmpC inh no detg | HCMV antiviral | HCV inh
Clc1ccc(-c2cnc3n2CCCCC3)cc1 | 1% | 0% | 5% | -14% | u | -17%
NNC(=O)c1csc(-c2ccc(C(F)(F)F)cc2Cl)n1 | 8% | -13% | -5% | -4% | -9 | -18%
Cc1cc(C)c2c(n1)sc1c(=O)n(CC(=O)c3ccccc3)cnc12 | 4% | 3% | 3% | -19% | 49 | u
CC(C)CC(=O)Nc1ccc(-c2cn3cccnc3n2)cc1 | 7% | 2% | -1% | -14% | u | -14%
O=C(NCCCl)Nc1cccc(Br)c1 | 5% | 0% | -10% | -11% | 13 | 23%
Cc1ccc(Cn2c(=O)c3cccnc3n(Cc3ccc(C)cc3)c2=O)cc1 | x | -5% | -6% | x | 6 | x
COc1ccc(-n2cc(C(=O)NCc3ccc(Cl)cc3)c3ccccc3c2=O)cc1 | x | 13% | 1% | x | -18 | x
Cc1ccccc1OCC(=O)Nc1ccc(N2CCN(C)CC2)c(Cl)c1 | -11% | 8% | -13% | 41% | 29 | -23%
O=C(Nc1ccc(N2CCOCC2)cc1)c1ccc2nc(-c3ccco3)c(-c3ccco3)nc2c1 | -6% | u | -9% | -16% | 8 | 6%
COC(=O)C1CN(C(=O)C(C)Oc2ccc(C(C)C)cc2)c2ccccc2O1 (configuration not stated) | 4% | 4% | -11% | 108%[activator] | -7 | 12%
Cc1cc(C)n(CCC(=O)N=Nc2c(O)[nH]c3ccccc23)n1 | -1% | 7% | -3% | -2% | -12 | -1%
O=C(C1=C[C@@H](c2csc3ccccc23)C[C@@H](OCc2ccc(CO)cc2)O1)N1CCOCC1 | -8% | -29% | 3% | 172%[activator] | -4 | -1%
O=C(COc1ccc2c3c(c(=O)oc2c1)CCC3)NCc1cccnc1 | x | 0% | -3% | -24% | u | -1%
Cc1cccc(NC(=O)Cn2c(=O)n(CCc3ccccc3)c(=O)c3ccccc32)c1 | x | 8% | 0% | x | -1 | x
CCOc1ccccc1OCC(=O)OCC(=O)Nc1ncc(Cl)cc1Cl | 1% | 3% | -13% | -3% | -72* | 20%
COc1ccc(CCNC(=O)C2CCN(S(=O)(=O)c3ccc(C)cc3)CC2)cc1OC | 3% | 14% | -1% | 117%[activator] | -5 | 1%
Cc1ccccc1/C=N/Nc1ccnc2cc(Cl)ccc12 | 4% | -1% | -10% | -17% | -69* | u
O=C(CSCc1ccc(Cl)cc1)c1ccco1 | -6% | -28% | -12% | -26% | x | x
CS(=O)(=O)N(Cc1ccc(Cl)cc1)c1ccc(C(=O)NCCSc2ccccn2)cc1 | 5% | 5% | 2% | 40% | u | -9%
Cn1c(=O)oc2cc(S(=O)(=O)Nc3cccc([N+](=O)[O-])c3)ccc21 | 9% | 8% | -2% | -30% | -34 | 19%
C=CC(C)(C)c1[nH]cnc1/C=C1\NC(=O)C(C(C)C)NC1=O (configuration not stated) | -22% | -34% | 1% | -14% | -2 | u
O=C(O)CCSc1nnc(COc2ccc(Cl)cc2)n1-c1ccccc1 | 4% | -2% | 0% | -2% | 2 | 12%
O=c1c2ccccc2nc(-c2ccoc2)n1-c1ccccc1 | 1% | 0% | u | -12% | 40 | 6%
Cc1ccc(NC(=O)C2CCCN2c2nn3c(=O)cc(C)nc3s2)cc1 (configuration not stated) | 1% | -26% | -8% | -13% | 4 | -4%
C=CCn1c(C#N)c(N)sc1=N | -19% | 0% | 1% | -11% | -26 | -2%
CCOC(=O)c1cccc(OC(=O)CCNC(=O)c2ccc(Cl)cc2)c1 | x | 3% | -1% | -12% | 13 | 20%
O=C(NNC(=O)c1cccnc1)Nc1cccc(Cl)c1Cl | 1% | 8% | -3% | -10% | -3 | 22%
CC1CC(=S)Nc2ccccc2S1 (configuration not stated) | -13% | -1% | -2% | -22% | 23 | 19%
COc1ccc(/C=C/C(=O)Nc2ccc3nc(N4CCC(C)CC4)cc(C)c3c2)cc1OC | x | 0% | 10% | x | -88* | x
C=CCSc1nc2c(c(=O)[nH]c(=O)n2C)n1Cc1ccc(C)cc1 | 1% | -3% | -2% | 1% | 15 | u
CC(C)[C@H](NC(=O)C1CCN(S(=O)(=O)c2ccccc2)CC1)C(=O)NCc1ccccc1 | x | -3% | -2% | -3% | 3 | 6%
CCC(C(=O)OCC(=O)N(CC)c1c(N)n(Cc2ccccc2)c(=O)[nH]c1=O)c1ccccc1 (configuration not stated) | x | -2% | u | 11% | -7 | 2%
O=C(Cc1cccs1)Nc1ccc(S(=O)(=O)N2CCCCC2)cc1 | -13% | -12% | -3% | -50% | -37 | 7%
O=C(Nc1ccc(N2CCN(c3ncccc3C(F)(F)F)CC2)nc1)c1cccs1 | -9% | 15% | -1% | -5% | -86* | 11µM*
CCN(CC)S(=O)(=O)c1cc(NC(=O)[C@@H](NC(N)=O)C(C)C)ccc1C | -4% | -3% | 4% | -23% | 34 | 5%
O=c1[nH]c(C2CCCN(S(=O)(=O)c3ccccc3)C2)nc2c1nnn2Cc1ccccc1Br (configuration not stated) | -7% | -9%&0% | u | 1% | -14&-19 | 1%
Cc1ccc(N2C(=O)N(CC(=O)N3CCOCC3)C(=O)C2C)cc1 (configuration not stated) | 5% | -1% | 7% | -12% | -3 | 13%
O=C(NC(Cc1ccccc1)C(=O)O)c1ccco1 (configuration not stated) | 0% | 0%[57.1 µM] | 2% | -9% | -27 | 4%
Cc1ccccc1C(=O)NNc1ncnc2c1cnn2-c1cccc(Cl)c1 | x | 0% | 4% | x | -34 | x
CCOc1ccc(S(=O)(=O)N2CCCC(C(=O)Nc3ccccc3)C2)cc1 (configuration not stated) | -5% | 2% | -7% | -9% | 64 | -25%
O=Cc1ccc(-c2ccc(Cl)cc2Cl)[nH]1 | 0% | 7% | -3% | 2% | -22 | 15%
CCOCCCn1c(SCC(=O)Nc2cccc(S(=O)(=O)NC3=NCCCCC3)c2)nc2ccccc2c1=O | 4% | 7% | 7% | 61%[activator] | -9 | -17%
Cc1cccc(SCc2noc(C(=O)NCC3CCCO3)c2C(=O)O)c1 (configuration not stated) | 13% | -14% | -1% | -22% | 44 | 16%
COc1ccc(CN2CCN(Cc3csc(C(C)=O)c3)CC2CCO)c(C)c1C (configuration not stated) | 3% | -21% | 2% | 117%[activator] | 0 | u
CCN(CC)CCNC(C(=O)Nc1cccc(C(C)=O)c1)c1ccccc1 (configuration not stated) | u | -1% | -2% | -2% | -1 | 2%
CCN(CC)CCCNc1nc(-c2ccccc2)nc2ccccc12 | -8% | 2% | u | 3% | u | 10µM*
CCn1c(O)c(C=NCCc2c[nH]c3ccccc23)c(=O)[nH]c1=O | 0% | 0% | 0% | -15% | 2 | 22%
O=C(C[n+]1cccc(NC(=O)c2ccccc2)c1)c1cccc([N+](=O)[O-])c1 | -3% | -6% | -3% | -33% | -32 | u
Cc1c(C)n(CCCN(C)C)c2ncnc(Nc3ccccc3)c12 | 4% | -7% | -5% | 11% | 33 | u
O=C1CC(C(=O)N2CCN(c3ccccn3)CC2)CN1Cc1ccccc1Cl (configuration not stated) | x | -1% | -10% | 25% | -35 | -3%
CCOC(=O)C1CCCN(C(=O)CCCn2nnnc2CN2CCC(C)CC2)C1 (configuration not stated) | 4% | u | -14% | 37% | -14 | 17%
CCCNC(=O)COC(=O)/C=C/c1cccc(F)c1 | 0% | -7% | u | -10%[11.4 µM] | -22 | 10%
O=S(=O)(Cc1ccccc1)Nc1ccc(S(=O)(=O)N2CCCC2)cc1 | 1% | -1% | 3% | -14% | -18 | 3%
Fc1nc(N2CCCC2)c(F)c(Oc2ccccc2Oc2c(F)c(F)nc(N3CCCC3)c2F)c1F | -2% | -19% | -12% | -19% | 3 | 29%
C/C(=N\NC(=S)NC(C)C)c1ccc(Cl)s1 | 8% | -7% | u | -9% | -30 | 6.3µM*
CNC(=O)C1CC(=O)N(CCc2ccccc2)C(=Nc2ccc(OC)cc2)S1 (configuration not stated) | -6% | 2% | 3% | 169%[activator] | -9 | 2%
CCOC(=O)C1CCN(C2CCN(Cc3nc(-c4ccccc4)no3)CC2)CC1 | 5% | -10% | 3% | 23% | -15 | u
CCOC(=O)N=Nc1c2ccccc2c2nc3no[nH]c3nc12 | 1.6µM* | 58%[activator] | 3% | -13% | -100* | 0.56µM*
Cc1ccc(C(=O)Nc2ccccc2C(=O)NC(Cc2c[nH]c3ccccc23)C(=O)O)cc1 (configuration not stated) | -5% | 0%[57.1 µM] | -3% | -22% | 74 | -1%
COc1ccc(NS(=O)(=O)c2cccc(C(=O)NNC(=O)c3ccc(O)c(Cl)c3)c2)cc1 | x | -3% | 5% | -31% | 0 | 1%
Next compounds.
SMILES | Giardia FBPA inh | Sm TGR inh | AmpC inh detg | AmpC inh no detg | HCMV antiviral | HCV inh
COc1ccccc1NC(=S)Nc1cccc2cnccc12 | u | u | u | -19% | -79* | 10µM*
CSc1ccc(CN2CCCC(N3CCN(c4ccccc4)CC3)C2)cc1 (configuration not stated) | 1% | -8% | u | -1% | -29 | u
CCn1c(SC(C)C)nnc1-c1cc(-c2ccccc2)sc1N | -7% | -8% | 0% | 15% | u | u
CCN(C(=O)CSc1nnc(Cn2nnc3ccccc32)o1)c1nc(C)cs1 | -10% | -7% | -9% | -7% | -22 | -1%
COC(=O)CSc1nnc(-c2ccc(S(=O)(=O)N3CCCC3)cc2)n1C | -1% | -3% | 2% | -7% | 32 | 10%
COCC(=O)Nc1ccc2nc3n(c(=O)c2c1)CCCCC3 | -8% | 3% | 11% | -6% | -7 | 6%
CCOC(=O)c1ccc(-c2ccc(/C=C(\C#N)C(=O)Nc3ccc(C)cc3OC)o2)cc1 | x | 23% | 2% | x | 24 | x
CC(=O)Nc1ccc(OC(=O)COc2ccc(Br)cc2)cc1 | -3% | -3% | -8% | -22% | -37 | -6%
CCc1ccc(CN(C)C(=O)c2cc(S(=O)(=O)N3CCN(CC)CC3)ccc2Cl)cc1 | x | -14% | 0% | 165%[activator] | u | u
COc1ccc(NC2CCCN(C(=O)c3ccc4[nH]c(C)c(C)c4c3)C2)cc1OC (configuration not stated) | x | u | -6% | 84%[activator] | 7 | 16%

Random excerpt: 4 entries already listed.
SMILES | Giardia FBPA inh | Sm TGR inh | AmpC inh detg | AmpC inh no detg | HCMV antiviral | HCV inh
CSc1ccc(CN2CCCC(N3CCN(c4ccccc4)CC3)C2)cc1 (configuration not stated) | 1% | -8% | u | -1% | -29 | u
COc1ccc(CN2CCN(Cc3csc(C(C)=O)c3)CC2CCO)c(C)c1C (configuration not stated) | 3% | -21% | 2% | 117%[activator] | 0 | u
CC(C)[C@H](NC(=O)C1CCN(S(=O)(=O)c2ccccc2)CC1)C(=O)NCc1ccccc1 | x | -3% | -2% | -3% | 3 | 6%
COc1ccc(CCNC(=O)C2CCN(S(=O)(=O)c3ccc(C)cc3)CC2)cc1OC | 3% | 14% | -1% | 117%[activator] | -5 | 1%
